Screens from PubChem.
Imprint erasure: qHTS Assay for Compounds that Induce Erasure of Genomic Imprints. mouse ES Peg3-LacZ reporter, beta-gal luminescence, 40 h. Potency, µM (doses to about 60.7 µM), without a hit: top-dose activity change, positive = activation, actives largely listed as activators. 110,000 compounds, 0.02% hits. AID 1948, 2009;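 note: 0% = negative control wells on the plate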
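Imprint erasure is scored as LacZ activity from the silenced maternal Peg3 allele in feeder-free female ES cells cultured 40 h with LIF. Luminescence is normalized to in-plate negative controls and fitted to the Hill equation.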
IkB sig inh: IkB Signaling; ABC-DLBCL IkBa-CBG/CBR dual luciferase ratio, 4 h; response scale: scaled: untreated 0%, proteasome inhibitor 100%; Potency, µM (top dose mostly 57.1 µM), inactives show at the highest dose IkBa stabilization activation; 110,000 compounds, 0.04% hits; AID 445, 2006; active = well fitted curve in the direction sought with a large enough effect in the signal ratio, not every such curve was filed as active; inconclusive = small, poorly fitted or top-dose-only effect, or a change in a side signal; the % refers to the signal ratio;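 note: the direction sought is a rising ratio; 0% = basal untreated cells and 100% = reference inhibitor full response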
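In this assay, an IκBα–CBG68 fusion accumulates when IKK-driven degradation is blocked; native CBR normalizes for cell number. OCI-Ly3 cells were treated 4 h with compound and doxycycline, then green and red light read after Chroma-Glo addition.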
p53ts 39C kill: qHTS Screen for Compounds that Selectively Target Cancer Cells with p53 Mutations: Cytotoxicity of p53ts Cells at the Nonpermissive Temperature | H1299-p53A138V viability at 39C, ATP luminescence, 24 h | Potency, µM (highest dose often 46.1 µM), inactives show at the highest dose activity change, negative = cell killing, most hits filed as cytotoxic | 130,000 compounds, 1.5% hits; note: nearly all actives have a fitted effect of over 55% in size
p53ts 32C kill: qHTS Screen for Compounds that Selectively Target Cancer Cells with p53 Mutations: Cytotoxicity of p53ts Cells at the Permissive Temperature. H1299-p53A138V at 32C, ATP luminescence viability, 24 h. Potency, µM (doses to about 46.1 µM), inactives show top-dose activity change, negative = cytotoxicity, most hits filed as cytotoxic. 130,000 compounds, 0.93% hits;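 note: 0% = DMSO and -100% = full killing by reference compound; nearly all actives have a fitted effect of over 55% in size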
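H1299-p53 A138V cells (temperature-sensitive p53) exposed 24 h to up to 46 uM compound at 32C, where p53 is wild-type in conformation. Viability read as ATP luminescence and normalised to DMSO and 100 uM tamoxifen. AC50 fitted with the Hill equation.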
* = called active by the depositor; ? = inconclusive; nt = not tested or not shown; [ ] = remark or other dose. Unless noted, calls come from the whole dose curve; as a rule, active = well fitted curve in the direction sought with a large enough effect; inconclusive = small, poorly fitted or top-dose-only effect, or another doubt; inactive = no such curve, though single readings can be large; an effect the other way counts as inactive or inconclusive. Unless noted, % is set by controls: 0 for no effect and ±100 for the full control effect; potency is the fitted concentration of half-maximal effect.

The opening 2 compounds, to show the layout:
SMILES	Imprint erasure	IkB sig inh	p53ts 39C kill	p53ts 32C kill
Fc1cc(F)cc(-c2oncc2-c2nnnn2-c2ccccc2)c1	nt	nt	2%	-6%
CCOC(=O)Nc1cc2c(C)cc(=O)oc2cc1C	-3%	0.1%	-3%	-9%

Main list, previewed entries included:
SMILES	Imprint erasure	IkB sig inh	p53ts 39C kill	p53ts 32C kill
Fc1cc(F)cc(-c2oncc2-c2nnnn2-c2ccccc2)c1	nt	nt	2%	-6%
CCOC(=O)Nc1cc2c(C)cc(=O)oc2cc1C	-3%	0.1%	-3%	-9%
Brc1ccc2c(c1)NC(c1cccnc1)=NC(c1ccccc1)=N2	-6%[10.9 µM]	-3.2%	-20%	20%
CCOC(=O)C(C(C)=O)=C1SC2CS(=O)(=O)CC2S1 (stereo not drawn)	10%	-2.5%	-9%	-7%
Cc1ccc([C@@H](O)c2cnc(C)n2Cc2ccccc2)cc1	-7%[10.9 µM]	0.3%[11.4 µM]	-1%[9.22 µM]	-4%[9.22 µM]
Cc1ccc(-c2nnc(SCC(=O)Nc3ccc(S(=O)(=O)N4CCCCCC4)cc3)o2)cc1	-10%	-0.3%	-25%	-27%
CCOC(=O)c1cccc(NC(=O)c2cc(-c3ccc(Cl)s3)nc3ccccc23)c1	-6%[10.9 µM]	1.3%	?	7%
CCCn1c(NC(=O)c2ccc(Cl)c(S(=O)(=O)N3CCCC3)c2)nc2ccccc21	-17%	?	2%	25%
O=C(CSc1nnc(Cc2ccccc2)o1)Nc1ccc(Br)cn1	-5%	-3.8%	-8%	5%
CC(C)C12CN3CC(C(C)C)(CN(C1)C31C(=O)Nc3ccccc31)C2=O (stereo not drawn)	-10%	-0.7%	5%	-10%
COc1cccc(CNC(=O)C2CCN(C(=O)c3sccc3-n3cccc3)CC2)c1	-7%[10.9 µM]	0.6%	-21%	2%
COc1ccc(-c2nc(CN3CCC(C(=O)NCCCOC(C)C)CC3)c(C)o2)cc1OC	-15%[10.9 µM]	-0.2%	-4%	-1%
COC(=O)c1cc2c(=O)n3ccccc3nc2n(C(C)C)c1=N	11%	1.4%	-1%	5%
CC(=O)c1cccc(NC(=O)c2ccc(-n3c(C)nnc3C)cc2)c1	5%[10.9 µM]	-1.9%	-19%	-5%
O=C(NCc1cccnc1)c1c(F)c(F)c(F)c(F)c1F	8%	2.4%	-3%	-26%
O=C(O)c1ccccc1C(=O)Nc1n[nH]c(=S)s1	-26%	0.1%	-14%	1%
COc1ccc(S(=O)(=O)n2nc(C)c(S(=O)(=O)N3CCC(C)CC3)c2C)cc1C	-7%[10.9 µM]	-0.5%	?	2%
Cc1cc(C)c(S(=O)(=O)N(C)Cc2cnn(C)c2)c(C)c1	-18%	-5.2%	8%	7%
COc1ccc(C2=NOC(C(=O)NCc3ccc(F)cc3)C2)cc1OC (stereo not drawn)	-17%	2.9%	-20%	-6%
C[C@H](N)c1nnc(SCc2ccc(Cl)cc2Cl)o1	-12%	-0.1%	0%	-1%
Clc1ccccc1-c1nnc2sc(-c3ccc4c(c3)OCO4)nn12	-29%	?	4%	3%
Cc1ccc(-c2nnn3c2nc(N2CCC(C)CC2)c2ccccc23)cc1	-12%[10.9 µM]	0.7%	-27%	-13%
CCCCNC(=O)C(CC)Sc1nc2ccccc2c(=O)n1CCc1ccc(OC)c(OC)c1 (stereo not drawn)	-9%[10.9 µM]	-1.2%	-7%	15%
Cc1noc(C)c1COC(=O)CCOc1ccccc1	-12%	0.8%	11%	-8%
COC(=O)c1cn(CC(=O)N2CCCCCC2)c2ccccc12	-17%	2.3%	2%	0%

Single records (already shown):
Record of Cc1ccc([C@@H](O)c2cnc(C)n2Cc2ccccc2)cc1 : Imprint erasure = -7%[10.9 µM]; IkB sig inh = 0.3%[11.4 µM]; p53ts 39C kill = -1%[9.22 µM]; p53ts 32C kill = -4%[9.22 µM]
Record of COc1ccc(C2=NOC(C(=O)NCc3ccc(F)cc3)C2)cc1OC (stereo not drawn) : Imprint erasure = -17%; IkB sig inh = 2.9%; p53ts 39C kill = -20%; p53ts 32C kill = -6%

Reformatted: entries from further up
molecule,Imprint erasure,IkB sig inh,p53ts 39C kill,p53ts 32C kill
CCOC(=O)Nc1cc2c(C)cc(=O)oc2cc1C,-3%,0.1%,-3%,-9%
Brc1ccc2c(c1)NC(c1cccnc1)=NC(c1ccccc1)=N2,-6%[10.9 µM],-3.2%,-20%,20%

Next section.
SMILES	Imprint erasure	IkB sig inh	p53ts 39C kill	p53ts 32C kill
Cc1ccccc1-c1noc(-c2cccnc2NCc2ccco2)n1	-5%[10.9 µM]	0.4%	1%	6%
Cc1ccc(N2C(=O)c3ccccc3C2Nc2ccccc2F)nc1 (stereo not drawn)	-18%	6.1%	0%	10%
Cc1nnc(SCC(=O)Nc2nc3c(s2)CC(C)CC3)s1 (stereo not drawn)	-16%	?	-9%	-18%
Cc1c(C(=O)Nc2ccccc2Br)oc2ccc(S(=O)(=O)N3CCOCC3)cc12	-14%[10.9 µM]	-3.6%	-27%	0%
COc1cc2oc(-c3ccccc3)cc(=O)c2cc1O	-11%	?	7.9µM*	?
O=c1c2ccccc2nc(COc2ccccc2)n1/N=C/c1cc([N+](=O)[O-])ccc1O	nt	nt	3%	7%
Cc1ccc(C)c(C(=O)c2c(N)c(-c3nc(-c4ccc5c(c4)OCO5)cs3)c3ccccn23)c1	-2%[10.9 µM]	-0.3%	-8%	-5%
Cc1ccc(C(=O)CC2(O)C(=O)N(CCc3ccccc3)c3ccc(Br)cc32)cc1 (stereo not drawn)	-18%[10.9 µM]	?	?	?
CCOC(=O)C1=C(C)NC(C)=C(C(=O)OCC)C1C1=COCCO1	3%	-0.5%	-2%	5%
CCc1ccc(CNCc2c(C(=O)O)n(Cc3ccc(C)cc3)c3cc(C)ccc23)cc1	-15%[10.9 µM]	-3.0%	-87%	-25%
O=c1cc2n(c(=O)[nH]1)CCC1=C2CCCC1	-14%	-1.3%	1%	6%
CCOc1ccc(N(CC(=O)NCc2ccc(OC)cc2)S(=O)(=O)c2c(C)[nH]c(=O)[nH]c2=O)cc1	-5%[10.9 µM]	0.4%	7%	15%
CCOC(=O)C1=C(C)Nc2ccccc2N=C1NC(=O)CCCN1C(=O)c2ccccc2C1=O	4%	-1.2%	-11%	-10%
Cn1c(Oc2ccc(F)cc2)nc2c1c(=O)n(Cc1ccccc1Cl)c(=O)n2C	-13%[10.9 µM]	?	?	?
COc1ccc(NC(=O)C2Cc3ccccc3CN2S(=O)(=O)c2ccccc2)cc1OC (stereo not drawn)	13%[10.9 µM]	-0.8%	7%	-4%
Cc1n[nH]c(C)c1S(=O)(=O)N(CC(=O)Nc1ccc(C(F)(F)F)cc1)c1ccc(C(C)C)cc1	?	?	?	?
CC1CCCCC1NC(=O)c1nn(C)c(=O)c2ccccc12 (stereo not drawn)	-12%	0.3%	-6%	1%
CCc1cc2c(cc3c(=O)n(CC(=O)N4CCN(c5cccc(C)c5C)CC4)nc(CC)n32)s1	-4%[10.9 µM]	-1.1%	-18%	9%
COC(=O)C1=C(c2ccccc2)c2ccccc2S(=O)(=O)N1CC(=O)Nc1ccccc1C(F)(F)F	15%[10.9 µM]	-1.3%	12%	9%
O=C1C(O)CC2c3ccccc3CC3(CCCC3)N12 (stereo not drawn)	-4%	1.9%	7%	4%
O=S(=O)(NCc1nc2cccnc2n1Cc1ccccc1Cl)c1ccc2c(c1)CCCC2	-14%[10.9 µM]	5.4%	-10%	3%
COc1cccc(Cn2c(=O)n(-c3ccc(C)c(F)c3)c(=O)c3sc4ccccc4c32)c1	-10%[10.9 µM]	2.5%	?	2%
O=C(COC(=O)c1cnccn1)Nc1ccc(Cl)cc1	2%	?	-5%	-3%
O=C(/C=C/c1ccco1)Nc1ccc(Cl)c(-c2nc3cc(Cl)ccc3o2)c1	-10%[10.9 µM]	8.8%	?	-18%
CC1(C)S[C@@H]2[C@H](NC(=O)Cc3ccccc3)C(=O)N2[C@@H]1C(=O)O	-4%[10.9 µM]	0.8%[11.4 µM]	8%[9.22 µM]	3%[9.22 µM]
Next entries
SMILES	Imprint erasure	IkB sig inh	p53ts 39C kill	p53ts 32C kill
Cc1ccc(C2C3=C(CC(C)(C)CC3=O)N(CCN3CCOCC3)C3=C2C(=O)CC(C)(C)C3)cc1	-8%	-0.4%	-9%	2%
COc1ccccc1CNC(=O)c1cccc(NC(=O)N2CCSc3ncccc32)c1	6%[10.9 µM]	?	11%	1%
Cc1ccc(CN2CCC(CNC(=O)Nc3ccc(Cl)cc3)C2)cc1 (stereo not drawn)	-15%[10.9 µM]	-2.7%	?	1%
O=C(COc1ccc(Cl)cc1)N1CCCC1	nt	nt	6%	-10%
COc1ccc(N2CCN(C(=O)c3sc4nc5n(c(=O)c4c3C)CCC5)CC2)cc1	-6%[10.9 µM]	-0.8%	-4%	3%
COc1ccc(-c2cc(C(F)F)n3ncc(C(=O)Nc4cc(OC)ccc4OC)c3n2)cc1	11%[10.9 µM]	-0.4%	5%	2%
COc1ccc(Br)cc1CNC(=O)C1COc2ccccc2C1 (stereo not drawn)	3%[10.9 µM]	-0.6%	-19%	-3%
CC(=O)c1ccc(N2CCN(C(=O)C3CCN(S(=O)(=O)c4c(C)noc4/C=C/c4ccc(C)cc4)CC3)CC2)cc1	-24%[10.9 µM]	-0.7%	8%	7%
Cc1ccccc1OCCCN1CCCC1	-11%	0.6%	-14%	-8%
CCNC(=O)CSc1nc2ccccc2c(=O)n1OC	-13%	6.4%	5%	6%
COc1ccc(-c2nc(-c3ccc(Br)o3)no2)cc1OC	-24%	-0.8%	-1%	-2%
Cc1cc(=O)[nH]c2c(C)c(N)ccc12	9%	-0.8%	1%	9%
CCOC(=O)N/N=C1/C[C@@H](O)[C@@H](O)[C@@H]2[C@@H]3C(=O)N([C@@H](C)c4ccccc4)C(=O)[C@H]3CC[C@@H]12	nt	nt	16%[9.22 µM]	9%[9.22 µM]
N[C@H](C(=O)O)[C@@H]1[C@@H](C(=O)O)C1(F)F	1%	0.8%	-6%	1%
O=C(Nc1cccc(-c2nc3ccccc3o2)c1)c1cccc2c(Cl)cccc12	6%[10.9 µM]	-2.3%	18%	-7%
CCOC(=O)C1CCN(C(=O)c2cc3c(-c4ccc(OC)c(OC)c4)nn(C)c3s2)CC1	-18%	-1.5%	-12%	-7%
CCC(Sc1nc2nccnc2c(=O)n1Cc1ccc(C)cc1)C(=O)NC1CCCCC1 (stereo not drawn)	2%[10.9 µM]	0.2%	-24%	1%
CCOC(=O)N1CCC(NC(=O)c2c(C)nn(-c3cccc(C)c3)c2-n2cccc2)CC1	-5%[10.9 µM]	?	-14%	0%
Cc1[nH]n2c(=O)cc(C(C)C)nc2c1-c1ccccc1	4%	-3.9%	13µM*	-29%
O=c1c(-c2cc(F)cc(F)c2)nc2cnc(N3CCOCC3)nc2n1C[C@H]1CCCO1	-5%	-0.6%[11.4 µM]	2%	6%
COCc1nnc(NC(=O)c2ccc(NC(C)=O)cc2)s1	-4%	1.8%	7%	2%
Cc1ccc(-c2cn3cccnc3n2)cc1NC(=O)Cc1ccccc1	7%[10.9 µM]	0.6%	-4%	-8%
O=C(Cn1ncn2c(cc3ccccc32)c1=O)NCCC1=CCCCC1	3%	2.2%	1%	2%
CC1(C)C(=O)Nc2ccccc2N1C(=O)COc1ncnc2ccccc12	-11%	0.2%	3%	3%
O=S1(=O)CCN=C2SC3=C(CCCC3)N21	-3%	0.3%	-6%	5%
O=C(NCC(c1cccs1)S(=O)(=O)c1cccs1)c1ccc(Cl)cc1 (stereo not drawn)	-2%[10.9 µM]	?	-5%	4%
COC(=O)[C@@]1(Cc2ccc(F)cc2)[C@H]2c3cc(C(=O)N(C)C)n(Cc4ccc(Cl)c(C(F)(F)F)c4)c3C[C@H]2CN1C(=O)c1ccccc1	-26%	nt	3%	34%[activator]
Cc1ccc(C)c(N(C)C(=O)Cc2c(C(=O)O)[nH]c3ccc(Cl)cc23)c1	7%[10.9 µM]	?	-5%	7%
Cc1ccc(-n2ncc3c(N4CCN(CCO)CC4)ncnc32)cc1Cl	4%[10.9 µM]	-1.6%	-29%	-11%
C=CCn1c(SCC(N)=O)nnc1-c1ccccc1O	-6%	0.7%	-3%	0%
